CHRM1 PAM = human CHRM1 positive allosteric modulation; activation, % at 3 µM; actives 0.088% (n = 360,000); CHO-K1 hM1, Fluo-8 calcium fluorescence, ACh EC20; 0% = ACh EC20, 100% = maximal ACh; in the data active = activation above about 19%, passing the limit was not always enough
OXTR potentiator = potentiators of human oxytocin receptor; P30559; CHO-OTR cells, Fluo-8 calcium fluorescence, potentiator mode; 0% = oxytocin EC15, 100% = EC100; actives 0.061% (n = 320,000); activation, % at 3 µM;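 active = activation above that plate's cutoff, the mean activation of tested compounds plus 3 SD, cut at about 6.6% in these data, passing the limit was not always enough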;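 also: 100% uses oxytocin at 75 nM as the full agonist control; some results filed as inactive read as strong as hits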
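test system = CHO-OTR cells, human receptor | compound = single-point 3.0 µM | schedule = 6 min compound pre-incubation at room temperature, 100 s kinetic read | signal = Fluo-8 no-wash calcium dye fluorescence, excitation 470-495 nm, emission 515-575 nm | repeats = single well per compound, singlicate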
CHO parental Ca = counter-screen for OX1R antagonists: effect in parental CHO cells; parental CHO-K1, ATP-induced calcium, Fluo-8 fluorescence; actives 0.63% (n = 330,000); inhibition, % at 5.6 µM;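 active = inhibition above that plate's mean sample inhibition plus 3 SD, cut at about 26% in these data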;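 also: 0% = ATP-challenged DMSO wells and 100% = DMSO wells without ATP; some compounds past the cut are filed as inactive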
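Assay system: untransfected parental CHO cell line. Also added: ATP agonist challenge. Dosing: one dose, 5.6 µM nominal. Measured by: Fluo-8 fluorescence. Read-out: % inhibition. Benchmarks: ATP wells versus no-ATP DMSO wells. Repeats: no replicates.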
V1aR counter = counter-screen for oxytocin receptor agonists: human V1a receptor agonists; actives 0.25% (n = 320,000); AID 2797; P37288; activation, % at 3 µM; CHO-V1R cells, Fluo-8 calcium fluorescence, agonist mode; 0% DMSO, 100% 3 nM vasopressin;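 active = activation above the mean activation of all tested compounds plus 3 SD, per screening run, cut at about 20% in these data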;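 also: signal is peak over basal fluorescence ratio across a 100 second FLIPR read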
Target sequence (P37288 whole entry, looked up): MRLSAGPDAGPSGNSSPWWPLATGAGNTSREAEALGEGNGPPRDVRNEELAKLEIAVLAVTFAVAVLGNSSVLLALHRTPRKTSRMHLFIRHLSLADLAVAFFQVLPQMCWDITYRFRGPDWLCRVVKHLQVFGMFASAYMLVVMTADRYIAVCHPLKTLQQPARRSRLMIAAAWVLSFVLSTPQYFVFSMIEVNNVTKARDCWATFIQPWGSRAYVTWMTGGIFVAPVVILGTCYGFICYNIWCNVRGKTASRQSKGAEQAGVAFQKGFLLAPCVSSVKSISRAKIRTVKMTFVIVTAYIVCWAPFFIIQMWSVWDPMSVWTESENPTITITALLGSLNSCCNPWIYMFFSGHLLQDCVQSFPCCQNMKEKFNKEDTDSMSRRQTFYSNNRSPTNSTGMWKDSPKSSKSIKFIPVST
OXTR agonist = activates the human oxytocin receptor. P30559. CHO-OTR cells, Fluo-8 calcium fluorescence; normalized: DMSO 0%, oxytocin 100%. activation, % at 3 µM. actives 0.32% (n = 320,000);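 active = activation above the mean of all tested compounds plus 3 SD, cutoff set per screening run, cut at about 20% in these data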;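 also: peak over basal fluorescence ratio from a 100 s FLIPR kinetic read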
TAAR1 agonist = human TAAR1 agonism; activation, % at 3 µM; CHO RD-HGA16 TAAR1, Fluo-8 calcium fluorescence; vehicle wells 0%, saturating PEA agonist 100%; Q96RJ0; actives 0.99% (n = 360,000); AID 624467;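 active = activation above the mean activation of all test compounds in the run plus 3 SD, cut at about 38% in these data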
Target sequence (Q96RJ0 whole entry, looked up): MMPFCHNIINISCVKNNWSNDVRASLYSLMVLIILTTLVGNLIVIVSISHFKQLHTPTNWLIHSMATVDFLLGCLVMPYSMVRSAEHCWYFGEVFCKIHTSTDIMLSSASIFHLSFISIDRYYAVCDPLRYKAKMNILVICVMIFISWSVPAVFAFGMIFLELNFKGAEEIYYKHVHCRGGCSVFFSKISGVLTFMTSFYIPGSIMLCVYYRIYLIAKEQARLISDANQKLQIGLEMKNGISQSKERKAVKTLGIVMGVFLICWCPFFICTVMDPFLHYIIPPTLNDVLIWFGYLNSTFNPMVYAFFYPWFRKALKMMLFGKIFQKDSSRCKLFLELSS
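Assay system: CHO-derived RD-HGA16 cells with stable Gα16 and human TAAR1; timing: 17-24 h seeding, 75 min 37 °C dye, 30 min RT; read-out: % activation from peak over basal fluorescence ratio, DMSO-to-PEA scaled; measured by: kinetic Fluo-8 calcium fluorescence; benchmarks: low control DMSO, high control PEA (EC100); doses: 3 µM single concentration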
CHRM1 agonist = agonists of human M1 muscarinic receptor. actives 0.33% (n = 360,000). CHO-K1 hM1, Fluo-8 calcium fluorescence, agonist mode; 0% DMSO, 100% acetylcholine EC100. activation, % at 3 µM. AID 588814;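 active = activation above the run's mean compound activation plus 3 SD, cut at about 16% in these data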;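 also: peak over basal fluorescence ratio within a 140 s kinetic read after compound addition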
M1 antag = antagonists of human M1 muscarinic receptor | AID 588852 | CHO-K1 hM1, Fluo-8 calcium fluorescence, ACh EC80 antagonist | P11229 | actives 1.3% (n = 360,000) | inhibition, % at 3 µM;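 active = percent inhibition above its own plate's cutoff, namely the mean of that plate's compound wells plus 3 SD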;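 also: peak over basal fluorescence ratio during 140 s after agonist addition; 0% = ACh EC80 plus DMSO and 100% = DMSO alone without agonist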
TAAR1 antagonist = antagonists of human TAAR1 | Q96RJ0 | CHO RD-HGA16 TAAR1, Fluo-8 calcium fluorescence, antagonist | inhibition, % at 3 µM | actives 1.5% (n = 360,000);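 active = inhibition above a per-plate cutoff, the mean inhibition of test compounds on that plate plus 3 SD, cut at about 49% in these data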;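 also: 0% = DMSO plus EC80 beta-PEA response and 100% = DMSO alone without agonist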
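Assay system: RD-HGA16 CHO cells with stable hTAAR1 and Gα16 / Reagent: EC80 β-phenethylamine stimulus / Doses: 3 µM, single point / Timing: dye loading 75 min at 37 °C, then 30 min room temperature / Measured by: Fluo-8 intracellular calcium dye fluorescence, real-time kinetic reads / Controls: vehicle wells and EC80 agonist wells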
* hit, by the source's call; · = no result given.

1. C=CCN1C(=O)NC(=O)C(Cc2ccc(OC)c(OC)c2)C1=O (stereo not given)
2. CC(=NCCO)c1c(O)n(C)c(=O)n(C)c1=O
3. CC(=O)OC1(c2ccc(C)cc2)CN2CCC1c1ccccc12 (stereo not given)
4. COc1ccc(-c2cc(=NCC(=O)O)c3ccccc3o2)cc1
5. CCOC(=O)[C@]1(C#N)[C@@H]2C=CC(C(N)=O)=CN2[C@@H](C(N)=O)[C@@H]1c1ccc(F)cc1

Compound	1	2	3	4	5
CHRM1 PAM	6	6	2	3	5
OXTR potentiator	-13	1	-3	-5	-1
CHO parental Ca	-13	-2	-4	-26	-8
V1aR counter	0.2	0.7	-0.6	1.6	0.5
OXTR agonist	-0.6	-0.2	-1.0	-1.7	-0.1
TAAR1 agonist	6	15	9	·	1
CHRM1 agonist	-1	-3	-5	0	-5
M1 antag	-6	-4	0	-7	-18
TAAR1 antagonist	-6	10	-10	·	-8

6. CC(C(=O)c1c[nH]c2ccccc12)N1CCc2ccccc2C1 (stereo not given)
7. OC(Cn1c2ccccc2c2ccccc21)C[n+]1cccc2ccccc21 (stereo not given)
8. COC(=O)C1=C(c2ccc3ccccc3c2)C[C@@H]2CC[C@H]1N2C(=O)NC1Cc2ccccc2C1
9. Cc1ccccc1-n1c(C)nc2ccsc2c1=O
10. CN(C/N=C(\N)N[N+](=O)[O-])S(=O)(=O)c1ccccc1

Compound	6	7	8	9	10
CHRM1 PAM	-1	-22	3	25	11
OXTR potentiator	-4	-2	2	-2	-13
CHO parental Ca	-14	-6	-36	3	2
V1aR counter	2.0	0.0	0.5	1.5	-0.6
OXTR agonist	1.5	-1.6	-0.5	0.0	0.3
TAAR1 agonist	18	12	4	1	3
CHRM1 agonist	-4	-7	-5	2	-3
M1 antag	5	63*	-4	-14	-6
TAAR1 antagonist	5	-10	-8	-6	2

11. CC(C)c1ccc(-n2c(O)c(/C=N/NC(=O)c3ccncc3)c(=O)[nH]c2=O)cc1
12. COCCOC(=O)C1=C(N)Oc2c(c(=O)oc3ccccc23)[C@@]12C(=O)Nc1ccccc12
13. Cc1ccc(-c2cc(-c3ccccc3)cc(-c3ccccc3)[n+]2-c2ccccc2C(=O)O)cc1
14. O=C(c1ccc2c(c1)N(Cc1ccccc1)CCS2)N1CCC2(CC1)OCCO2
15. COc1ccc(-c2nn(CCC#N)cc2C(=O)Nc2ccc(C(C)=O)cc2)cc1

Compound	11	12	13	14	15
CHRM1 PAM	8	8	8	19	13
OXTR potentiator	5	-5	-3	-10	-2
CHO parental Ca	-10	-7	-12	-25	-10
V1aR counter	0.5	0.1	1.5	2.5	0.6
OXTR agonist	-1.2	0.9	0.5	0.4	1.5
TAAR1 agonist	11	2	20	0	10
CHRM1 agonist	-1	3	-10	-2	-4
M1 antag	-4	-2	-3	-22	-19
TAAR1 antagonist	-30	-9	1	-12	-24

8 compounds out of the list, ordered by molar mass, rising:
10. CN(C/N=C(\N)N[N+](=O)[O-])S(=O)(=O)c1ccccc1
4. COc1ccc(-c2cc(=NCC(=O)O)c3ccccc3o2)cc1
1. C=CCN1C(=O)NC(=O)C(Cc2ccc(OC)c(OC)c2)C1=O (stereo not given)
7. OC(Cn1c2ccccc2c2ccccc21)C[n+]1cccc2ccccc21 (stereo not given)
11. CC(C)c1ccc(-n2c(O)c(/C=N/NC(=O)c3ccncc3)c(=O)[nH]c2=O)cc1
5. CCOC(=O)[C@]1(C#N)[C@@H]2C=CC(C(N)=O)=CN2[C@@H](C(N)=O)[C@@H]1c1ccc(F)cc1
14. O=C(c1ccc2c(c1)N(Cc1ccccc1)CCS2)N1CCC2(CC1)OCCO2

Compound	10	4	1	7	11	5	14
CHRM1 PAM	11	3	6	-22	8	5	19
OXTR potentiator	-13	-5	-13	-2	5	-1	-10
CHO parental Ca	2	-26	-13	-6	-10	-8	-25
V1aR counter	-0.6	1.6	0.2	0.0	0.5	0.5	2.5
OXTR agonist	0.3	-1.7	-0.6	-1.6	-1.2	-0.1	0.4
TAAR1 agonist	3	·	6	12	11	1	0
CHRM1 agonist	-3	0	-1	-7	-1	-5	-2
M1 antag	-6	-7	-6	63*	-4	-18	-22
TAAR1 antagonist	2	·	-6	-10	-30	-8	-12

8. COC(=O)C1=C(c2ccc3ccccc3c2)C[C@@H]2CC[C@H]1N2C(=O)NC1Cc2ccccc2C1

Compound	8
CHRM1 PAM	3
OXTR potentiator	2
CHO parental Ca	-36
V1aR counter	0.5
OXTR agonist	-0.5
TAAR1 agonist	4
CHRM1 agonist	-5
M1 antag	-4
TAAR1 antagonist	-8

(list continues)
16. CN1C[C@H]2CON(C)[C@H]2C[C@H]1c1cccc(Br)c1
17. Cc1cccc(CN2CCN(C(=O)Cc3ccccc3)CC2)c1
18. C/C(=N\Nc1ccccc1)c1c(O)n(C)c(=O)n(C)c1=O
19. CC(C)N1CC=C(c2c[nH]c3ccccc23)CC1
20. CN1CC(C(=O)c2ccc(Cl)cc2)C(c2ccc(Cl)cc2Cl)C1 (stereo not given)

Compound	16	17	18	19	20
CHRM1 PAM	-1	-3	8	4	-10
OXTR potentiator	·	-6	-2	-16	2
CHO parental Ca	·	-7	-8	-20	-19
V1aR counter	·	0.2	1.4	1.0	1.9
OXTR agonist	·	-0.7	-2.0	1.3	3.8
TAAR1 agonist	1	-1	1	38*	16
CHRM1 agonist	-2	-10	-3	-6	-6
M1 antag	2	8	-3	-10	8
TAAR1 antagonist	-8	10	-2	-10	-10

21. CC1Oc2cc3c(-c4c(O)cc(O)c5c(O)c6c(cc45)OC(C)C(C)C6=O)c(O)cc(O)c3c(O)c2C(=O)C1C (stereo not given)
22. O=C(Cn1cc(C(=O)c2ccccc2F)c2ccccc21)NCc1ccco1
23. O=c1[nH]c(=S)n(C2CCCCC2)c(O)c1/C=N/N1CCOCC1
24. COc1ccc(OC)c(NC(=O)N2C[C@H]3C[C@@H](C2)c2cccc(=O)n2C3)c1
25. CSc1ncc(/C=C2/C(=O)NC(=O)N(C)C2=O)cn1

Compound	21	22	23	24	25
CHRM1 PAM	3	-8	10	-9	9
OXTR potentiator	0	-5	-10	3	0
CHO parental Ca	2	3	-15	-2	6
V1aR counter	-0.5	0.6	-0.1	1.0	1.5
OXTR agonist	-1.3	1.0	-0.8	-0.6	1.3
TAAR1 agonist	·	1	2	5	5
CHRM1 agonist	0	-8	1	-3	-2
M1 antag	-12	17	-9	14	-14
TAAR1 antagonist	·	2	-32	-37	-4

26. O=C(c1ccco1)C12CN3CN(CN(C3)C1)C2
27. C=Cn1ccnc1P(=S)(c1ccn(C)c1)c1nccn1C=C
28. c1cc(CCN2CCCC2)ccn1
29. O=C(COc1ccccc1F)N1CCN(CCN2C(=O)c3cccc4cccc(c34)C2=O)CC1
30. COC(=O)c1ccccc1-n1c(C)nc2ccccc2c1=O

Compound	26	27	28	29	30
CHRM1 PAM	5	1	0	5	5
OXTR potentiator	-5	-4	-3	-14	2
CHO parental Ca	17	0	-13	-18	-16
V1aR counter	0.8	0.8	0.7	0.5	0.8
OXTR agonist	2.5	0.6	-0.2	0.2	-0.2
TAAR1 agonist	7	1	2	5	2
CHRM1 agonist	-7	-5	-5	-5	-1
M1 antag	-4	-1	-6	-6	-36
TAAR1 antagonist	-8	-30	-18	9	16

31. CCOC(=O)N(c1ccccc1)P1(=S)OCC(C)O1 (stereo not given)
32. O=C1NC(=O)C(C2CCOC2=O)N1 (stereo not given)
33. CC(C)(C)C1(CCO)C(=O)NC(=S)NC1=O
34. O=c1[nH]c(=O)n(C2CCCCC2)c(O)c1/C=C/C=Nc1ccccc1
35. Cn1c(O)c(C(=N)COc2ccccc2)c(=O)n(C)c1=O
36. Cc1ccc(N2C(=O)NC(=O)C3(Cc4ccccc4N4CCN(c5ccccc5)CC43)C2=O)cc1 (stereo not given)
37. CCC(=NCCOc1ccc(Cl)cc1)c1c(O)n(C)c(=O)n(C)c1=O

Compound	31	32	33	34	35	36	37
CHRM1 PAM	-10	10	9	-2	1	3	-9
OXTR potentiator	4	·	·	-3	-5	-8	-22
CHO parental Ca	-2	·	·	-4	-6	-16	50*
V1aR counter	0.7	·	·	17	0.1	-0.2	11
OXTR agonist	-0.5	·	·	11	0.2	-0.2	13
TAAR1 agonist	6	2	2	39*	2	10	14
CHRM1 agonist	-5	-3	-1	18*	-5	-5	3
M1 antag	10	-16	-13	1	-7	-4	30
TAAR1 antagonist	11	-10	-10	43	12	4	27

Screens as filed in PubChem.

A portion of the library (hit frequency here may not be typical).
